Compound activity as filed in PubChem BioAssay.
TLR4-MyD88 BLA = TLR4-MyD88 interaction inhibition in cells. 200,000 tested, 0.18% active. inhibition, % at 8.4 µM. HeLa CL3-4 TLR4/MyD88 BLA complementation, FRET ratio; in the data active = inhibition above about 25%;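 note: 0% = vehicle and 100% = reference inhibitor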
STAT3 activator = increases IL-6 driven STAT3 reporter signal; U3A cells, IL-6 STAT3-luciferase reporter, luminescence; 100% = signal with IL-6 EC80 alone; activation (% of control), % at 5.6 µM; 190,000 tested, 0.91% active;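 active = activation above the screen-wide mean of compound activation plus 3 SD, cut at about 130% in these data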;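 note: 0% = background luminescence of wells with medium and substrate only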
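Test system: STAT3-luciferase reporter U3A cells; Detection: reporter luminescence signal; Times: 1 h compound pre-exposure, 6 h IL-6 stimulation, 37 °C; Benchmarks: IL-6-only high control; Also added: IL-6 stimulus at 33 ng/mL final.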
TR-FRET SRC-2 ct = TR-FRET artefact, counter-screen to PPARgamma/SRC-2 agonist assay; TR-FRET ratio at 8 µM; active compounds read high; 200,000 tested, 0.4% active; in the data active = TR-FRET ratio above about 2000; note: inactives centre near 1500
PPARg SRC-2 ag = promotes SRC-2 coactivator recruitment by human PPARgamma; AID 1032; P37231; PPARgamma LBD-SRC-2 recruitment, biochemical; 200,000 tested, 0.34% active; activation, % at 8 µM; in the data active = activation above about 22%;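 note: 0% = vehicle and 100% = reference agonist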
Target sequence (P37231 whole entry, looked up, the tested form may be a part): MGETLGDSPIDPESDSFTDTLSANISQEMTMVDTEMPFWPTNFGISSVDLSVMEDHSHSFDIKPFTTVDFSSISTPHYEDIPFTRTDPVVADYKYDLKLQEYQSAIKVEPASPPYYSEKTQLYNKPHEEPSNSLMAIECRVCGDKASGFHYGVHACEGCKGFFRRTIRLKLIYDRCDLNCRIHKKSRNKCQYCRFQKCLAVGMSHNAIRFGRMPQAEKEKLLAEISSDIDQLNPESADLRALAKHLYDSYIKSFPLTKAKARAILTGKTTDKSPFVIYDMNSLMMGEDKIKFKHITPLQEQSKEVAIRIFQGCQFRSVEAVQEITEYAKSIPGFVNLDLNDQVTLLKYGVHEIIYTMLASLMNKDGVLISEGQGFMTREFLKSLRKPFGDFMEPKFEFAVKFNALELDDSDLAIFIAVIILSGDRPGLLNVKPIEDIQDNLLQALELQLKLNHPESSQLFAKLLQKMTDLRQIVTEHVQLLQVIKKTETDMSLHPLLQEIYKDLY
PPARg SRC-1 ag = PPARgamma-driven SRC-1 recruitment agonism; activation, % at 8 µM; P37231; 200,000 tested, 0.41% active; PPARgamma-SRC-1 coactivator recruitment biochemical assay; in the data active = activation above about 19%;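 note: 0% = DMSO and 100% = reference agonist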
S1P3 antagonist = antagonists of human S1P3 receptor | Q99500 | CHO S1P3 NFAT-BLA reporter, FRET fluorescence, antagonist mode | inhibition, % at 4.98 µM | 170,000 tested, 0.27% active;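 active = inhibition above the plate cutoff, the mean inhibition of test wells on that plate plus 3 SD, cut at about 28% in these data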;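 note: cells challenged with S1P at its EC80 of 0.8 µM; blue over green emission ratio from cleaved BLA substrate after 4 h stimulation; 0% = S1P-stimulated wells and 100% = unstimulated DMSO-only wells; some compounds past the cut are filed as inactive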
Target sequence (Q99500 whole entry, looked up): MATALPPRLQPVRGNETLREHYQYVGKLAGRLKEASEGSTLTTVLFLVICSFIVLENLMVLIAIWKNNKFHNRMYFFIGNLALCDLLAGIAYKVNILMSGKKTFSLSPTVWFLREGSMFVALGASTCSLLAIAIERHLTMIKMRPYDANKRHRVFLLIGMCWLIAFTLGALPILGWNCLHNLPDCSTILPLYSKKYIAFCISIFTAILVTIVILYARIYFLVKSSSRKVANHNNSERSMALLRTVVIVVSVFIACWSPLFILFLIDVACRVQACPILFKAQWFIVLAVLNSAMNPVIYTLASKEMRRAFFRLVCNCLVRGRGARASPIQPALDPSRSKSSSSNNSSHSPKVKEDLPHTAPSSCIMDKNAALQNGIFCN
RAM inhibit = yeast RAM network inhibition; S. cerevisiae dse1pr::URA3 reporter, 5-FOA growth OD615, 2 d; analog-sensitive cbk1-as2 kinase mutant strain; inhibition, % at 50 µM; 190,000 tested, 1.8% active;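 active = inhibition above a set limit, 3 SD over mean compound inhibition, cut at about 8.4% in these data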;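 note: 0% = DMSO-only wells with no growth and 100% = 10 µM 1-NA-PP1 full growth; inhibition rescues growth on 5-FOA so higher OD means more RAM inhibition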
STAT1 blocker = reduces IFN-gamma driven STAT1 reporter signal | NIH 3T3 STAT1-luciferase reporter, luminescence | inhibition, % at 5.5 µM | 200,000 tested, 0.35% active | AID 920;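 active = inhibition above a set limit, the mean inhibition across all tested compounds plus 3 SD, cut at about 34% in these data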;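 note: 0% = IFN-gamma with DMSO and 100% = IFN-gamma with 300 µM nifuroxazide; values of inactives mirror those of a sister screen read the other way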
PPARg SRC3 recr = PPARgamma-driven SRC-3 recruitment agonism | biochemical PPARgamma/SRC-3 coactivator recruitment assay | activation, % at 8 µM | 200,000 tested, 0.26% active | AID 731; in the data active = activation above about 23%;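 note: 0% = DMSO and 100% = reference agonist; some compounds past the cut are filed as inactive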
STAT3 inh = reduces IL-6 driven STAT3 reporter signal | 190,000 tested, 0.89% active | U3A cells, IL-6 STAT3-luciferase reporter, luminescence; host cell line lacks STAT1 | inhibition, % at 5.5 µM | AID 862;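 active = inhibition above the mean inhibition across all screened compounds plus 3 SD, cut at about 44% in these data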;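 note: 0% = DMSO only wells and 100% = 100 µM nifuroxazide control wells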
ROMK mod = modulates human ROMK potassium channel activity; B-score at 10 µM; 130,000 tested, 2% active; Tet-inducible ROMK, thallium flux fluorescence; actives lie on both sides; AID 1918;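 active = signal ratio slope over the read window, or its plate-corrected B-score, at least 3 SD from the plate mean, either direction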;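 note: B-score of the F/F0 ratio slope over 7 to 12 s after thallium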
Active calls of the source: *; x = not tested or not shown.

Second line of a record – TLR4-MyD88 BLA, STAT3 activator, TR-FRET SRC-2 ct, PPARg SRC-2 ag, PPARg SRC-1 ag, S1P3 antagonist, RAM inhibit, STAT1 blocker, PPARg SRC3 recr, STAT3 inh, ROMK mod
- CC1C/C(=N/N2C(=O)CSC2=S)CC(C)(C)C1 (configuration not stated)
  -5.7, 92.5, 1738, 8.3, 8.9, x, 0.2, 5.3, 15.3, 18.7, x
- COc1cccc(NC(=O)CN2CCN(S(=O)(=O)c3ccc(F)cc3)CC2)c1
  -7.1, 98.5, 1595, -2.0, 7.2, x, 0.5, 0.4, -3.1, 7.4, 0.0765
- Cc1ccccc1NC(=O)COC(=O)c1ccc(CSc2ccc(Cl)cc2)cc1
  -0.2, 102.2, 1711, -1.9, 1.0, 1.9, 7.1, 10.7, 2.5, -2.5, -0.0437
- Oc1ccc(Br)cc1-c1cc(-c2ccccc2F)[nH]n1
  -4.7, 134.2*, 1579, 3.0, 9.8, x, 5.8, 1.2, -4.3, -33.7, -0.532
- CCc1nc(C)cn1S(=O)(=O)c1cc(OC)c(C)cc1C
  0.8, 75.3, 1490, 0.4, 0.5, 0.6, 1.3, 12.4, -3.6, 34.4, x
- NC(=O)c1ccccc1NC(=O)c1ccccc1S(=O)(=O)c1ccccc1[N+](=O)[O-]
  0.3, 103.6, 1598, -4.9, 1.6, -4.0, 1.1, -7.4, 0.6, -6.7, 0.11
- Cc1ccc(C(=O)NCC(=O)OC(C)C(=O)NCCC2=CCCCC2)cc1C (configuration not stated)
  -11.1, 99.8, 1516, -3.8, -2.7, -9.0, 1.6, -3.4, -1.7, -1.3, -0.342
- CCCc1cc(C(=O)Nc2cccnc2Cl)no1
  -5.6, 94.0, 1609, -0.8, -0.6, x, 2.6, -16.8, 8.5, 13.6, 0.289
- CCCNC(=O)NC(=O)COC(=O)c1ccc(OC)c(S(=O)(=O)N2CCCc3ccccc32)c1
  -11.9, 105.7, 1496, -0.3, -6.3, -6.0, 4.3, 13.5, -1.6, 3.5, x
- CCOC(=O)c1ccc(NC(=O)C2CCCN(S(=O)(=O)c3ccc(F)cc3)C2)cc1 (configuration not stated)
  0.9, 85.9, 1459, 3.4, -2.7, x, 4.9, -2.6, 0.0, 21.6, 0.344

Just PPARg SRC3 recr and PPARg SRC-1 ag, for some of the entries so far:
Structure	PPARg SRC3 recr	PPARg SRC-1 ag
Oc1ccc(Br)cc1-c1cc(-c2ccccc2F)[nH]n1	-4.3	9.8
CCc1nc(C)cn1S(=O)(=O)c1cc(OC)c(C)cc1C	-3.6	0.5

(list continues)
Second line of a record – TLR4-MyD88 BLA, STAT3 activator, TR-FRET SRC-2 ct, PPARg SRC-2 ag, PPARg SRC-1 ag, S1P3 antagonist, RAM inhibit, STAT1 blocker, PPARg SRC3 recr, STAT3 inh, ROMK mod
- COc1ccc(CCNC(=O)c2cn3ccc(C)cc3n2)cc1OC
  -12.2, 95.4, 1654, 20.3, 5.9, 4.4, 0.5, 1.5, 4.0, 10.3, -0.131
- COc1ccc(NC(=O)CCSCCC(=O)Nc2ccc(OC)cc2OC)c(OC)c1
  1.5, 102.7, 1725, 3.0, 2.7, 9.5, 0.7, 7.2, 3.1, -0.5, x
- O=C(CC1SCCNC1=O)Nc1ccc(Cl)c(Cl)c1 (configuration not stated)
  7.0, 106.8, 1722, 7.9, 5.0, -15.2, -1.0, -7.3, 4.5, -4.2, -0.00262
- CCC(C)(C)NC(=O)C(c1ccc(C)o1)N(Cc1cccs1)C(=O)Cn1nnc2ccccc21 (configuration not stated)
  0.4, 93.7, 1532, 4.8, 10.2, 15.0, 1.5, 9.9, 6.6, 8.1, x
- C=CCNc1nc(N)c(C(=O)c2ccc3c(c2)OCO3)s1
  -8.0, 102.8, 1731, 13.8, 6.5, -7.8, 1.9, -28.9, 16.5, -1.3, 0.0566
- S=C(NCc1cccnc1)Nc1ccc(Cl)c(Cl)c1
  2.8, 85.2, 1659, 11.4, 11.4, x, 0.1, 6.3, 12.3, 27.1, x
- O=C(NC1CCCCCC1)c1c2c(nc3ccccc13)CCN(Cc1ccccc1)C2
  -24.5, 107.5, 1590, 1.6, 3.0, -0.8, 1.3, 4.1, 2.7, -11.9, -4.31*
- CC(C)(C)c1cc(=O)[nH]c(SCc2ccccc2Cl)n1
  0.2, 106.5, 1484, -1.6, 3.4, -18.2, 4.1, 13.4, 4.5, -6.2, 0.112
- O=C(CCc1nc2ccccc2[nH]c1=O)OCc1ccc(S(=O)(=O)N2CCOCC2)cc1
  -10.0, 106.5, 1520, -5.0, 3.1, 7.6, 4.9, 5.5, 8.7, -3.6, x
- CCOc1c2ccc(C(=O)NCc3cc(C(F)(F)F)cc(C(F)(F)F)c3)cc2nn1CCOC
  -7.4, 76.8, 1586, 13.6, 2.9, x, 3.1, 0.1, 8.8, 31.8, 0.00013
- CCn1c(NCc2cccc(OC)c2OC)nc2ccccc21
  -4.3, 102.1, 1539, 5.0, -0.3, -6.8, 0.5, -6.7, -1.9, 0.6, -0.692
- O=C(NCc1cccnc1)/C(=C\c1ccc(-c2ccc(Br)cc2)o1)S(=O)(=O)c1ccccc1
  9.1, 103.0, 1731, 12.6, 15.3, 22.4, 7.9, 25.0, 7.9, -0.3, x
- Cc1ccc2c(c1)C(c1ccc([N+](=O)[O-])cc1)=NNC(c1ccc(Br)cc1)=N2
  -4.7, 99.0, 1602, 0.1, 4.2, 1.6, 6.4, -6.4, 2.4, -1.3, -0.033
- O=C(Nc1ccccc1)OC1C2CCC1C(N1CCCCC1)CC2 (configuration not stated)
  -4.8, 103.8, 1582, 3.0, 5.0, -10.0, 1.4, -3.4, 3.0, -0.7, x
- COc1cc(C)c(Cl)cc1S(=O)(=O)NCc1ccco1
  -5.7, 89.3, 1601, 10.7, 8.9, 14.9, -0.1, 1.1, 11.2, 15.6, x
- CC1CN(C(=O)Nc2ccc3snnc3c2)c2ccccc21 (configuration not stated)
  -14.6, 97.2, 1534, -7.8, -2.9, 9.2, 1.1, 7.0, -1.1, 3.6, x
- O=C(CCNC(=O)c1ccccc1)NCC1CCCCC1
  2.4, 98.7, 1797, 5.6, -1.4, 0.3, 0.3, -4.0, 6.4, 6.2, 0.0658
- COc1cc(OC)c(C(=O)Nc2cccc(C(C)=O)c2)cc1OC
  7.5, 84.5, 1499, 0.1, -1.3, x, -0.2, -22.1, -1.4, 24.7, x
- Cc1ccc(C2C=C(c3ccccc3OC(F)F)Nc3ncnn32)cc1 (configuration not stated)
  17.3, 98.8, 1623, 8.2, 3.3, 17.8, 2.7, 2.4, -4.1, 7.7, x
- Cc1cc(Nc2ccccc2)n(CCC#N)n1
  1.1, 106.8, 1340, -9.1, -4.1, -28.4, -0.4, 7.7, 2.0, -3.7, 0.22
- COc1cc(C(=O)N(Cc2cccnc2)Cc2cc3cc4c(cc3[nH]c2=O)OCCO4)cc(OC)c1OC
  3.6, 105.1, 1545, -9.9, -2.0, x, 0.6, -6.6, 5.7, -2.8, x
- CC(=O)c1cccc(NS(=O)(=O)N(C)C)c1
  -1.7, 110.2, 1317, -2.8, -1.1, -24.2, 1.2, -3.8, -1.3, -9.7, x
- Cc1nnc(SCC(=O)N2c3ccccc3Sc3ccccc32)n1N
  10.8, 108.1, 1406, 12.8, 3.3, -1.6, 1.9, -5.1, -8.5, -7.1, x
- CCOCCCNC(=O)Cc1ccc(Br)cc1
  -12.8, 105.8, 1500, -6.0, 7.3, 9.2, 0.3, -8.4, -2.6, -4.0, x
- N#CC(c1ccc(O)cc1)N1CCCCC1 (configuration not stated)
  10.5, 103.6, 1580, -3.3, 0.8, x, 1.1, -2.6, -6.8, -3.1, -0.101
- O=C(NC1CCCCC1)Sc1ccc(Cl)cc1
  -5.6, 102.5, 1583, -6.3, 1.0, -8.4, -1.0, -6.8, -10.1, 1.5, -4.71*
- CN(C)c1ccc(NC(=O)CN2CCN(S(=O)(=O)c3cc(Cl)ccc3Cl)CC2)cc1
  8.6, 92.5, 1565, -2.1, 5.7, -54.1, 0.9, -12.4, 5.7, 14.2, x
- O=C(CCn1nc(-c2ccc(Cl)cc2)ccc1=O)NCc1ccccn1
  -14.1, 101.0, 1454, -1.4, -1.9, -3.8, 0.6, -4.2, -7.5, 6.4, 0.265
- Cc1c(C(=O)NN2CCN(C)CC2)cccc1[N+](=O)[O-]
  -10.8, 107.3, 1507, -10.9, 0.1, x, 0.7, -3.8, -3.1, -3.3, x
- CN(Cc1ccccc1)C(=S)NC(=O)c1ccc(-c2ccccc2)cc1
  -4.3, 88.1, 1728, -1.5, 8.6, -8.4, 4.1, 7.0, -4.1, 9.5, x
- CSc1ccc(/C=N/Nc2ccc(Cl)c(C(=O)O)c2)cc1
  -13.3, 104.8, 1741, -1.0, 4.3, -1.4, -0.9, -6.6, 1.7, -5.3, 0.107
- CC(=O)OCC1OC(n2ncc(=O)n(Cc3ccccc3)c2=O)C(OC(C)=O)C1OC(C)=O (configuration not stated)
  -13.0, 99.1, 1664, -5.6, 0.8, -8.4, -0.5, 2.1, 1.9, 1.7, -0.00657
- O=C(COc1ccccc1)N1CCN(c2ccc([N+](=O)[O-])c(N3CCCCC3)c2)CC1
  -14.9, 100.9, 1515, 3.6, 5.5, x, 0.5, 3.6, 4.1, 6.0, -0.712
- COc1cc(OC)c2cc[nH]c2c1
  -8.7, 101.4, 1600, -3.8, -1.5, 6.1, -0.3, -1.5, -2.4, 2.1, 1.44
- Cc1cnc(C)c(N2CCN(Cc3nc(-c4cccc(F)c4F)oc3C)CC2)n1
  1.4, 96.7, 1688, 11.5, 6.7, 9.0, 0.7, 0.1, 5.4, 9.5, -2.4
- COc1cccc(/C=N/NC(=O)C(C)n2nnc3ccccc32)c1 (configuration not stated)
  -12.8, 101.4, 1706, 0.7, 5.7, 3.9, 3.2, 14.4, -0.5, 3.0, -0.563
